High-throughput results as filed in PubChem BioAssay.
Bcl-XL Bim block: human Bim-Bcl-XL interaction inhibition; hit rate 0.04% among 190,000; Bim peptide-Bcl-XL binding, bead flow cytometry, fluorescence; Q07817; inhibition, % at 10 µM; AID 1007
ABCG2 inh: inhibitors of human ABCG2 transporter, ABCB1 counter-screen; IgMXP3 cells, JC-1 efflux, flow cytometry; inhibition, % at 6.6 µM; hit rate 0.1% among 190,000; AID 1325;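 active = inhibition above 80%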;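 note: 0% = DMSO and 100% = nicardipine control wells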
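Test system: IgMXP3 cells (ABCG2) mixed with DDAO far-red-labelled CCRF-Adr cells (ABCB1). Reagent: JC-1 transporter substrate. Compound dosing: single test compound dose, 6.6 µM final. Times: 10 min compound exposure, 25 °C. Detection: flow cytometry of retained JC-1 fluorescence. Read-out basis: efflux inhibition in percent versus controls. Controls: nicardipine and DMSO wells.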
Bim-Bfl-1: disrupts Bim binding to human Bfl-1 | inhibition, % at 10 µM | AID 1008 | hit rate 0.12% among 190,000 | Bead-based flow cytometry, Bim-Bfl-1 binding inhibition | Q16548;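 note: 0% = wells without compound plus tracer and 100% = blocker peptide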
Bim-Bcl-B: human Bim-Bcl-B interaction inhibition. bead-based flow cytometry, Bim peptide-Bcl-B binding. inhibition, % at 10 µM. hit rate 0.073% among 190,000. AID 951;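 note: 0% = tracer peptide without compound and 100% = reference inhibitor peptide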
RGS7-Gao: modulates binding of RGS7 to human Galphao | hit rate 0.35% among 220,000 | Multiplexed bead flow cytometry; actives lie on both sides | P09471 | binding response (% of control), % at 10 µM | AID 1439; in the data active = binding response below about 49% or above about 150%; inconclusive = no clear call, values can overlap the other calls; inactive = in between;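 note: fluorescent Galphao held in activated GDP-AlF4 state binding bead-coupled RGS7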
Bcl-2 Bim block: inhibitors of Bim-Bcl-2 interaction, human | P10415 | Bead-based flow cytometry, Bim peptide-Bcl-2 binding | inhibition, % at 10 µM | hit rate 0.06% among 190,000 | AID 950; in the data active = inhibition above about 40%; inconclusive = no clear call, values can overlap the other calls;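 note: 0% = no compound wells with probe peptide and 100% = reference peptide inhibitor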
RGS4-Gao reg: human RGS4-Galphao interaction regulation; P09471; Multiplexed bead flow cytometry, RGS4-Galphao binding; actives lie on both sides; binding response (% of control), % at 10 µM; hit rate 0.33% among 220,000; AID 1415; in the data active = binding response below about 49% or above about 150%; inactive = in between;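 note: fluorescent Galphao activated with aluminum fluoride binding bead-coupled RGS4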
Avidin fluor: avidin bead compound fluorescence profile | Avidin beads, compound fluorescence 488/530 nm, flow cytometry; stronger effect = higher value | fluorescence (KMESF) at 10 µM | hit rate 0.38% among 220,000; in the data active = fluorescence above about 47; note: inactives centre near 10
Bim-Bcl-W: disrupts Bim peptide binding to human Bcl-W; hit rate 0.02% among 190,000; Q92843; AID 952; bead-based flow cytometry; inhibition, % at 10 µM;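 note: 0% = bound tracer without compound and 100% = peptide blocker; higher means less fluorescent Bim peptide bound to Bcl-W beads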
ABCB1 block: inhibitors of human ABCB1 transporter, ABCG2 counter-screen | AID 1326 | inhibition, % at 6.6 µM | P08183 | CCRF-Adr cells, JC-1 efflux, flow cytometry | hit rate 0.067% among 190,000; in the data active = inhibition above about 40%;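 note: 0% = vehicle and 100% = reference inhibitor; higher value means more JC-1 retained so stronger ABCB1 efflux block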
Target sequence (P08183 whole entry, looked up): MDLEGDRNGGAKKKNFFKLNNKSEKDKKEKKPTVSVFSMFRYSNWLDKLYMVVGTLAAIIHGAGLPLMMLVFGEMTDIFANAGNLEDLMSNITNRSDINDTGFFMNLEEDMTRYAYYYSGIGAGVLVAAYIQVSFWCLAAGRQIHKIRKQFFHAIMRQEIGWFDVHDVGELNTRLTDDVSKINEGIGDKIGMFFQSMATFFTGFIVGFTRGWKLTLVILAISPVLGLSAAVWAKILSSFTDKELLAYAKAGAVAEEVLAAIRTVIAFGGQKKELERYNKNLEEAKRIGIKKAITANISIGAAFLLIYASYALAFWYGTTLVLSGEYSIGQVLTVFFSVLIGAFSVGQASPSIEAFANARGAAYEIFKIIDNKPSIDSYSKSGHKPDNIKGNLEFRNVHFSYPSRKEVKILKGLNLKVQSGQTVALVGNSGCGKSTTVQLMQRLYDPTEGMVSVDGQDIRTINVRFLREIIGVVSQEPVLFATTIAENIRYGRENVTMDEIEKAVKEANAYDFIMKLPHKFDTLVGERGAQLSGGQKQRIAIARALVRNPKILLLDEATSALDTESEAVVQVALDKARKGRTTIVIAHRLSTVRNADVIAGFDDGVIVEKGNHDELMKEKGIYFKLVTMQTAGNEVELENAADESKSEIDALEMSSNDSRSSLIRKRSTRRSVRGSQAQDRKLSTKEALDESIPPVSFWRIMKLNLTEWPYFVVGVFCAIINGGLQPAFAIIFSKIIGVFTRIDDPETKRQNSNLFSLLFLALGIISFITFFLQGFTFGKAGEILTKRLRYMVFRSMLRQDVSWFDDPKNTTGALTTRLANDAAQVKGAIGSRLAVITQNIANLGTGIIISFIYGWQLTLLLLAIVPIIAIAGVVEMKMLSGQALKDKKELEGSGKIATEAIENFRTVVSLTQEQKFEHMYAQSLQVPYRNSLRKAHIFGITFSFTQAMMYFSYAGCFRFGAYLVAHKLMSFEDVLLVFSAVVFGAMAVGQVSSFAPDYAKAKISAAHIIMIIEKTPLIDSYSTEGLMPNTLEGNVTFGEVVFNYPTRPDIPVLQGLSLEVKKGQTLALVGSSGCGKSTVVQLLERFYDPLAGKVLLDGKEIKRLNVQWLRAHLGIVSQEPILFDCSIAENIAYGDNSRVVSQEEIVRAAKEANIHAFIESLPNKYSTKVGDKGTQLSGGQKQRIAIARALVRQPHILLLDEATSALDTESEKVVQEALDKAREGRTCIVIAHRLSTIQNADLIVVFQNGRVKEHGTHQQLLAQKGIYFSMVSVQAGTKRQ
GSH bead fluor: compound fluoresces at 488/530 nm on GSH beads. GSH beads flow cytometry, compound fluorescence 488/530 nm; stronger effect = higher value. hit rate 0.25% among 190,000. fluorescence (KMESF) at 10 µM; in the data active = fluorescence above about 89;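 note: glutathione beads carrying GST-tagged Bcl family fusion proteins plus one bare bead set; values are compound well signal with DMSO vehicle wells as background; inactives centre near 16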
The depositor's hits bear a star; ? = inconclusive; . = not tested or not shown. Cut-off read from the data, not from the text of the source, unless noted: active = inhibition above about 40%.

The opening 3 compounds, ahead of the listing:
SMILES	Bcl-XL Bim block	ABCG2 inh	Bim-Bfl-1	Bim-Bcl-B	RGS7-Gao	Bcl-2 Bim block	RGS4-Gao reg	Avidin fluor	Bim-Bcl-W	ABCB1 block	GSH bead fluor
COc1ccc(-n2c(C)cc(C(=O)COc3ccc(C)nc3[N+](=O)[O-])c2C)cc1	-5	24	0	-12	101	-3	99	14	-3	1.9	9
O=C(NC1=NCCS1)c1sc2cc(Cl)cc(Cl)c2c1Cl	-6	-1	-1	-9	105	-1	103	25	-3	-0.5	8
CC1(C)CC2c3cccc(C(=O)O)c3C(=O)N2c2c1ccc1ccccc21 (stereo unspecified)	-3	-3	-3	-5	100	-2	104	3	-3	0.1	12

The whole of this part (from the top)
SMILES	Bcl-XL Bim block	ABCG2 inh	Bim-Bfl-1	Bim-Bcl-B	RGS7-Gao	Bcl-2 Bim block	RGS4-Gao reg	Avidin fluor	Bim-Bcl-W	ABCB1 block	GSH bead fluor
COc1ccc(-n2c(C)cc(C(=O)COc3ccc(C)nc3[N+](=O)[O-])c2C)cc1	-5	24	0	-12	101	-3	99	14	-3	1.9	9
O=C(NC1=NCCS1)c1sc2cc(Cl)cc(Cl)c2c1Cl	-6	-1	-1	-9	105	-1	103	25	-3	-0.5	8
CC1(C)CC2c3cccc(C(=O)O)c3C(=O)N2c2c1ccc1ccccc21 (stereo unspecified)	-3	-3	-3	-5	100	-2	104	3	-3	0.1	12
CC(C)c1nnc(NC(=O)c2c(O)c3cccc4c3n(c2=O)CCC4)s1	-3	-3	-2	-2	97	-4	98	30	-1	-0.8	10
Cc1ccccc1Cn1cnc2c([N+](=O)[O-])c(C)c(C)cc21	0	3	-7	-4	101	-5	101	24	1	0.7	14
CCOC(=O)c1c(C)[nH]c(C(=O)COC(=O)CNC(=O)c2ccc(Cl)cc2)c1C	-6	21	-15	-6	99	-10	100	7	-1	1.5	16
O=C(NCCNc1ccc(Cl)cc1[N+](=O)[O-])c1cccnc1	-1	21	-7	-4	97	-4	102	10	-3	0.0	9
CCOC(=O)CP(=O)(c1ccccc1)c1ccccc1	-4	5	-1	-2	98	-3	101	15	-1	0.9	12
COc1ccc(S(=O)(=O)N2CCCCCC2)cc1NC(=O)c1c2c(nc3ccccc13)CCN(Cc1ccccc1)C2	-5	1	-2	-8	97	0	100	2	-3	8.7	5
O=C1C2CCCN2C(c2ccccc2F)N1c1cccc(Cl)c1 (stereo unspecified)	-3	2	-13	-2	102	-5	105	7	-1	0.1	13
COc1cc(OC)cc(C(=O)N[C@H](C(=O)OCC(=O)c2ccc(F)cc2)C(C)C)c1	-2	4	-5	-3	97	-4	99	23	-2	1.2	30
CC1CCN(C(c2cc3cc4c(cc3[nH]c2=O)OCO4)c2nnnn2CC2CCCO2)CC1 (stereo unspecified)	1	1	0	0	103	0	101	37	1	0.5	15
Cc1ccc(Cl)c2c1NC(=O)C2(O)CC(=O)c1ccccc1O (stereo unspecified)	-9	3	-7	-11	100	-8	98	23	-4	0.4	13
CC(=O)Nc1ccc(NC(=O)/C=C/c2ccccc2)cc1	11	4	-3	11	108	6	110	9	4	-0.3	11
COCCNC(=O)CSc1nc(-c2ccc(OC)c(OC)c2)cc(C(F)(F)F)n1	-5	3	-6	-6	102	-5	102	38	-1	1.0	44
COC(=O)c1c(NC(=O)C(C)(C)C)sc2c1C(C(=O)OC)CC2 (stereo unspecified)	-2	6	1	-5	95	0	94	21	0	0.8	11
O=C(c1ccccc1)c1ccc(N2CCOCC2)c(F)c1	0	1	-3	-1	99	-3	100	7	2	0.3	67
CC(C)OC(=O)CC(=O)c1sc2nc3c(cc2c1N)CN(C)CC3	8	-1	37	23	83	10	76	15	21	-0.4	10
COc1ccc(S(=O)(=O)NCc2ccncc2)cc1OC	-2	1	-12	-4	95	-4	100	9	5	0.3	9
Cc1[nH]n(-c2ccccc2)c(=O)c1C(C[N+](=O)[O-])c1ccc(Br)cc1 (stereo unspecified)	-3	1	-9	-5	95	-3	94	5	-2	0.3	57
CC(C)CNC(CC(=O)O)c1ccccc1 (stereo unspecified)	-2	1	-2	1	97	0	94	10	0	0.8	18
Cc1cccc(-n2ccnc2CN2CCN(C3CCCC3)C(CCO)C2)c1 (stereo unspecified)	-3	2	-7	-3	98	-3	95	9	3	1.0	17
COc1ccc(C(=O)NC2(C(F)(F)F)NC(=O)N(CCCc3ccccc3)C2=O)cc1OC (stereo unspecified)	-8	6	-4	-5	91	-6	98	3	-2	1.4	13
N#CC1=C(N)Oc2ccc3ccc(O)cc3c2C1c1cccnc1 (stereo unspecified)	0	0	0	2	102	0	100	16	3	0.1	7
CC[N+](CC)(CC)C/C(N)=N/O	-4	0	-9	-7	100	-9	101	4	-2	0.2	35
Cc1csc(NC(=O)CSCC(=O)Nc2ccccc2)n1	-11	13	-20	-8	100	-12	98	11	-2	0.3	32
CC1CCc2c(sc3ncn(Cc4ccc(C(=O)O)cc4)c(=O)c23)C1 (stereo unspecified)	-4	2	-10	-1	107	-5	148	4	-3	0.5	24
O=C(c1nc2nc(-c3ccccc3)cc(C(F)(F)F)n2n1)N1CCOCC1	0	4	-1	0	96	1	96	12	-1	0.3	26
COc1cccc(/C=N/Nc2snc(SC)c2C#N)c1O	-3	3	2	-6	102	-3	99	5	-2	-0.3	25
Cc1c(C(=O)Nc2ccccc2C(=O)N2CCOCC2)cccc1[N+](=O)[O-]	-3	1	0	-6	99	0	98	13	0	0.3	5
CCOc1cc(NC(=O)C2CCCCC2)c(OCC)cc1NC(=O)c1ccccn1	0	23	-6	0	104	1	100	12	-1	1.3	14
Cc1ccc(OCCCC(=O)N2CCOCC2)cc1	1	0	1	-1	105	0	100	13	-1	-0.1	28
CCOC(=O)CSC1=C(C#N)C(c2sccc2C)CC(=O)N1 (stereo unspecified)	-5	3	-2	-2	98	0	96	10	-1	0.9	6
CCOC(=O)c1c(NC(=O)CSC(=S)N2CCOCC2)sc(C)c1C	-8	27	-13	-7	99	-14	104	7	-5	1.9	20
CC(C)N=C(Nc1ccccc1)c1cccnc1	4	-1	-1	0	100	0	99	33	-2	-0.2	13
CCn1c(COc2ccccc2)nnc1SCC(=O)Nc1cc(C)ccc1OC	0	4	-4	-2	100	0	98	8	1	0.9	15
CCC(=O)Nc1nc(-c2ccc3c(c2)OCCO3)cs1	-3	0	-6	-4	97	0	99	8	4	-1.8	20
C[C@]12CC[C@@H]3c4cc(O)c(O)cc4CC[C@H]3[C@@H]1CC[C@@H]2O	1	1	23	-3	97	3	93	5	9	.	66
COc1ccc(NC(=S)NN2CCOCC2)cc1OC	-15	1	-16	-18	97	-7	96	12	-9	-0.1	21
CCN(CC)c1ccc(NC(=S)NCC2CCCO2)cc1 (stereo unspecified)	-3	-3	1	-7	138	-4	108	20	-5	-0.9	10
Cc1cc(Br)ccc1NC(=O)CNC(=O)CN1C(=O)NC2(CCCCCC2)C1=O	0	6	-15	-8	103	-8	104	15	-4	-0.6	32
O=C(CSc1nnc(-c2cccnc2)o1)c1cc2ccccc2oc1=O	-3	3	-11	-6	98	-10	95	17	2	0.7	31
N#Cc1ccc(NCC(=O)Nc2ccc3c(c2)OCCO3)cc1	-3	1	-5	-3	99	-4	101	23	0	0.1	17
Cc1cc(C)c2nc(NNC(=O)c3cc(-c4cccs4)nc4ccccc34)sc2c1	-6	-2	-1	-8	106	2	100	5	-4	-1.0	13
CCN(CC)C(=O)C1CCN(S(=O)(=O)c2ccc(-n3cnnn3)cc2)CC1	-1	-1	3	0	96	0	97	6	-2	-0.2	11
COc1cc(C(C(=O)NC2CCCC2)N(C(=O)Cc2cccs2)C2CC2)cc(OC)c1OC (stereo unspecified)	-3	2	-7	-8	?	0	101	9	-5	1.3	11
O=C(Nc1nc2ccccc2[nH]1)c1ccc(F)c(S(=O)(=O)N2CCOCC2)c1	1	13	-7	5	95	0	99	8	1	0.8	8
CCOC(=O)C1(C)NC(c2ccccc2F)C2C(=O)N(c3cccc(C(C)=O)c3)C(=O)C21 (stereo unspecified)	-2	1	11	4	96	9	97	7	-5	0.6	5
O=C(Nc1ncccc1Cl)c1ccccc1F	22	7	26	12	103	16	103	16	16	.	5
CCOC(=O)C(=NCCCN(C)C)NNc1ccc(Br)cc1	-9	8	-11	-12	100	-8	98	12	-5	0.5	10
COc1cc(C)c(Br)cc1S(=O)(=O)NCc1ccncc1	0	14	-4	0	101	-4	102	11	0	1.9	12
CCn1c(C(=O)N2CCCC(C(=O)NCCCc3ccccc3)C2)cc2sccc21 (stereo unspecified)	-4	11	-1	-4	103	0	102	6	-2	3.0	30
O=C(NCC1(N2CCOCC2)CCCCC1)c1cccc(S(=O)(=O)N2CCc3ccccc3C2)c1	0	6	0	-3	101	-1	100	12	2	2.8	19
CCN(CC)S(=O)(=O)c1ccc(NN=C2CCN(C)CC2)c([N+](=O)[O-])c1	-4	2	2	-1	?	1	97	11	-1	-0.4	14
CCCC(C1=C(O)CC(C)(C)CC1=O)C1C(=O)CC(C)(C)CC1=O (stereo unspecified)	2	1	0	0	95	1	93	2	3	-0.2	48
COC(=O)c1cc(Cl)cc(Cl)c1OS(=O)(=O)N(C)C	-1	1	-6	-3	?	-2	100	12	-2	0.0	13
Cc1nc2scc(-c3cccs3)c2c(=O)n1N	-2	4	3	-3	96	1	95	9	0	0.6	9
COc1cc(/C=N\NC(=O)c2ccc(=O)[nH]n2)cc(OC)c1OC	-11	2	-1	1	98	0	99	8	0	0.5	33
CC1=C(C(N)=O)C(c2ccccn2)n2nc(SCc3ccccc3)nc2N1 (stereo unspecified)	-6	1	1	-4	97	-6	101	20	-3	0.6	18
NC(=O)c1cc2cc(Br)ccc2oc1=NCc1ccccc1	-5	5	-11	-7	106	-7	104	9	3	0.3	11
Next structures follow.
SMILES	Bcl-XL Bim block	ABCG2 inh	Bim-Bfl-1	Bim-Bcl-B	RGS7-Gao	Bcl-2 Bim block	RGS4-Gao reg	Avidin fluor	Bim-Bcl-W	ABCB1 block	GSH bead fluor
COc1ccc(NC(=S)NCCc2c(C)[nH]c3ccc(OC)cc23)cc1	-1	1	-8	-2	100	-6	102	25	0	-0.1	10
O=C(c1ccccc1F)N1CCN(c2cccc(C(F)(F)F)c2)CC1	-8	10	-17	-10	99	-9	99	9	-3	0.8	21
CCOC(=O)c1c(NC(=S)Nc2ccccc2)sc(C)c1C	-1	2	7	-11	104	1	117	10	0	0.6	24
COC(=O)c1c(NC(=O)c2ccccc2N(C)S(=O)(=O)c2ccccc2)sc2c1CCCC2	-7	1	-1	-8	100	2	101	5	-6	0.4	19
Cc1cc(C)nc(NS(=O)(=O)c2ccc(N/C=C\C(=O)c3ccc(Cl)cc3)cc2)n1	-2	3	-1	-3	98	-1	98	6	-4	0.6	27
Cc1cc(C)c(C)c(S(=O)(=O)N2CCN(C(=O)c3cc(=O)[nH]c4ccccc34)CC2)c1C	0	2	-2	-1	99	-1	100	12	-2	0.7	24
Cc1nn(-c2nc3ccccc3s2)c(N)c1Sc1ccc(F)cc1	-2	-6	-11	-11	100	-11	99	9	-2	-5.4	12
